KDM5B inhibitor: Primary screen for KDM5B Histone Demethylases FDH-coupled qHTS; Lysine-specific demethylase 5B (Homo sapiens), Q9UGL1; Potency, µM (titrated, usually from 57.7 µM), for inactives: at the top dose activity change, negative = inhibition, hits mostly inhibitors; AID 1347165, 2019; 2.6% of 220,000 active; KDM5B demethylase, FDH-coupled NADH fluorescence (FDH is formaldehyde dehydrogenase); active = well fitted inhibition curve with a large enough effect; inconclusive = small, poorly fitted or top-dose-only effect; inactive = no such curve, though single readings can be large or run the other way; also: 0% is about no effect; nearly all actives have a fitted effect of over 70% in size
Target sequence (Q9UGL1 whole entry, looked up): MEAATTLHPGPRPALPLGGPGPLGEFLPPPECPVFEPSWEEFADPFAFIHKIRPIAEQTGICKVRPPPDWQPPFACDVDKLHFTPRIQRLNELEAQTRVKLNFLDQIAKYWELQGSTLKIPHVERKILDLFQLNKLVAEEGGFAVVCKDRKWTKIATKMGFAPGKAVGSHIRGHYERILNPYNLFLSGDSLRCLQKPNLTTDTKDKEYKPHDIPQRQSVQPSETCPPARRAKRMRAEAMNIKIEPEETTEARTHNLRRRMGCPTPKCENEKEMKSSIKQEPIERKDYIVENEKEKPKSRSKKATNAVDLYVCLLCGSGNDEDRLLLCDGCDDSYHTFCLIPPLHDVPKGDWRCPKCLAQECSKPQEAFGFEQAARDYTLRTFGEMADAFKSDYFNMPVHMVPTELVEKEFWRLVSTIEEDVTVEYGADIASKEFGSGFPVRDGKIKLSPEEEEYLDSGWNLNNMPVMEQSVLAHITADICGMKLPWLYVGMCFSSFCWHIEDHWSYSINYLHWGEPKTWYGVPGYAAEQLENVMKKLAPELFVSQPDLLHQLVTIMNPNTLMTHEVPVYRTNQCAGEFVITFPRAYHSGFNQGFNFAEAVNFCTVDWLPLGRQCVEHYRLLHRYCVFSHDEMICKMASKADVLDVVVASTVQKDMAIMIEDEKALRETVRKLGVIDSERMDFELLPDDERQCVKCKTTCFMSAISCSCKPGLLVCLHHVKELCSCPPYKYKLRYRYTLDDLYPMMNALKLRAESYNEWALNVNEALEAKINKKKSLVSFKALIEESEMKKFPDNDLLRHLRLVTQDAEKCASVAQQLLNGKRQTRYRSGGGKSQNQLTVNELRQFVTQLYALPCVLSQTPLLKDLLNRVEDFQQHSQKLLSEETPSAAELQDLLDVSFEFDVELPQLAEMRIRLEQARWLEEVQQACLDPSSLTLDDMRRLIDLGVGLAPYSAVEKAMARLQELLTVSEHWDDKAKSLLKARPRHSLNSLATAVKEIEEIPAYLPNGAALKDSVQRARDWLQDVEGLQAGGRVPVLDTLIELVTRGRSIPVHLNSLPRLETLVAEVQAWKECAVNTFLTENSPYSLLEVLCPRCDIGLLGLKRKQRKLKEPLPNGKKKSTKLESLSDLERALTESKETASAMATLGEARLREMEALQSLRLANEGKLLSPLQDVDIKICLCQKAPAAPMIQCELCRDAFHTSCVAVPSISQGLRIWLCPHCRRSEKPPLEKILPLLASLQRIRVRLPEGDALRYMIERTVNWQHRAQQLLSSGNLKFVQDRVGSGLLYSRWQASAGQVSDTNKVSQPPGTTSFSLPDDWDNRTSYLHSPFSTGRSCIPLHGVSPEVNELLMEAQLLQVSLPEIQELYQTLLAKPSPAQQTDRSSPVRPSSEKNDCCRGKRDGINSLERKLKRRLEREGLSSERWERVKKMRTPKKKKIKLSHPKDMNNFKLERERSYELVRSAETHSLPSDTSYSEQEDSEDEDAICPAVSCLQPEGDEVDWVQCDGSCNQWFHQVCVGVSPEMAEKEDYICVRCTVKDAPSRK
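KDM5BΔAP (200 nM final) in 50 mM HEPES pH 7.5, 0.01% Tween-20 was preincubated 10 min at RT with compound over a concentration range. Substrate mix (H3K4me3 12.5 µM, α-KG 25 µM, Fe²⁺, ascorbate, NAD⁺, FDH) was added, and NADH fluorescence change over 30 min gave dose-response curves.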
The depositor's hits bear a star; i = inactive; u = inconclusive; & = joins results of further samples; ! = not confirmed by another sample; [ ] = dose if it differs, or a comment. Potency is read from the fitted curve at half-maximal effect.

Start of the data: the first 2 records (preview)
structure | KDM5B inhibitor
Cc1ccc(NC(=O)N[C@H]2C[C@@](O)(C(=O)N[C@H](Cc3ccccc3)C(N)=O)C[C@@H](O)[C@@H]2O)cc1 | -1%
CCOc1ncccc1CNC(=O)c1cc2cc(C)ccc2nc1C | 3%

The listing, from the first entry:
structure | KDM5B inhibitor
Cc1ccc(NC(=O)N[C@H]2C[C@@](O)(C(=O)N[C@H](Cc3ccccc3)C(N)=O)C[C@@H](O)[C@@H]2O)cc1 | -1%
CCOc1ncccc1CNC(=O)c1cc2cc(C)ccc2nc1C | 3%
COc1ccc2oc(=O)c(C(=O)N3CCN(c4cc(C)ccc4C)CC3)cc2c1 | -5%
CCOC(=O)c1ccccc1NC(=O)c1sc2nc3n(c(=O)c2c1C)CCCC3 | 3%
CCN(CC)C(=O)CN(C)C(=O)Nc1cccc(Cl)c1 | 9%
O=C(Nc1ccccc1C(F)(F)F)c1ccc2oc(=O)c(S(=O)(=O)c3ccc(F)cc3)cc2c1 | -17%
CCN(CC)S(=O)(=O)c1c(C)n[nH]c1C | 16%
O=C(CCc1ccccc1Cl)N1CCn2nc(Cc3ccccc3)cc2C1 | 26%
O=C(c1ccco1)N1CCn2c(nnc2[C@@H]2C[C@@H](O)CN2Cc2ccccc2)C1 | -15%
CCCNC(=O)COC(=O)c1ccc2nc(C)c(C)nc2c1 | 4%
CC(C)Cc1cc(CNc2nc(C(C)(C)C)nc3c2cnn3C)no1 | -24%
Cc1ccc(/C(COc2ccc3c(C)c(Cc4ccccc4)c(=O)oc3c2)=N/O)cc1 | u
Cc1cccc(N2CCN(CCCNC(=O)c3sc4ncccc4c3-n3cccc3)CC2C)c1 (stereo not drawn) | -22%
O=C(NC1CCN(c2nnc3ccccn23)CC1)c1ccc(Cl)s1 | 25µM*
CCc1nccn1S(=O)(=O)c1cc(C)c(C)cc1OC | 16%
CC1=C(c2ccc(C)c(C)c2)S(=O)(=O)N=C1N1CCC(C(=O)NC(C)Cc2ccco2)CC1 (stereo not drawn) | -6%
Cc1[nH]c2ccccc2c1C(=O)O | 31%[activator]
CCN(CC)S(=O)(=O)c1ccc(C)c(NCc2ccc(C#N)cc2)c1 | -12%
Cc1ccc(OCCn2cc(C(=O)c3ccco3)c3ccccc32)cc1C | -4%
Cc1cccc(C(C(=O)NC2CCCCC2)N(Cc2cccnc2)C(=O)c2csnn2)c1 (stereo not drawn) | 30%
O=C(Nc1ccc(N2CCC(c3ccccc3)C2)c(C(=O)O)c1)c1cccc(Cl)c1 (stereo not drawn) | -26%
Cn1nc(C(=O)N2CC[C@H](CO)[C@H](NC(=O)C3CC3)C2)c2ccccc21 | 5%
Cc1ccc(CNCCN(C)C)s1 | -9%
O=S(=O)(c1ccc(F)cc1)N1CCN(c2nc3ccccc3o2)CC1 | 5%
O=C(C1CC1)N1CCC(N2C(=O)C3(CCCCC3)C2c2ccccc2)CC1 (stereo not drawn) | 20%
CC(C)N1CCC(NC(=O)CC23CC4CC(CC(C4)C2)C3)CC1 | 14%
O=C(NCc1c[nH]c2ncccc12)c1ccccc1Cl | -11%[86.2 µM]
C=C(C)CC1NC2CC(C)(C)C1c1c(Br)cccc12 (stereo not drawn) | 13%
CN1CCOC(CNCc2cccc(C#N)c2)C1 (stereo not drawn) | -12%
O=C1CSc2ccc(C(=O)OCc3cc(-c4ccccc4)on3)cc2N1 | 14%
CCOC(=O)c1c(C)[nH]c(C(=O)CN(C)Cc2cccc(F)c2)c1C | 1%
CC1(c2ccccc2)NC(=O)N(NC(=O)c2n[nH]c(=O)c3ccccc23)C1=O (stereo not drawn) | u
COc1ccc(C(=O)N2CCc3ccc(C(=O)NCc4cccs4)cc32)cc1 | 6%
Cc1ccc(C(=O)NC(Nc2ccccc2)C(Cl)(Cl)Cl)cc1 (stereo not drawn) | -23%
CCOC(=O)CNC(=O)CSc1cn(CC(=O)N2CCCC2)c2ccccc12 | -2%
COc1ccc(-n2nc(C3CCN(C(=O)c4cccc(OC)c4)CC3)[nH]c2=O)cc1 | 13%

Four records picked at random from the list so far:
structure | KDM5B inhibitor
CCOC(=O)CNC(=O)CSc1cn(CC(=O)N2CCCC2)c2ccccc12 | -2%
COc1ccc(C(=O)N2CCc3ccc(C(=O)NCc4cccs4)cc32)cc1 | 6%
O=C1CSc2ccc(C(=O)OCc3cc(-c4ccccc4)on3)cc2N1 | 14%
CC1(c2ccccc2)NC(=O)N(NC(=O)c2n[nH]c(=O)c3ccccc23)C1=O (stereo not drawn) | u

Further compounds follow.
structure | KDM5B inhibitor
C=CCn1c(NC(=O)c2ccco2)nc2ccccc21 | 50%[activator]
CCOc1ccc(CNCc2c(C(=O)O)c(C)n(Cc3ccc(C)cc3)c2C)cc1 | 9%
CCC(=O)N1CCN(c2nc3c(s2)CC(C(=O)NCc2ccc(C)o2)CC3)CC1 (stereo not drawn) | 25µM*
O=C(CCc1nc(CN2CCN(S(=O)(=O)c3ccc(Cl)cc3)CC2)no1)N1CCCCC1 | -17%
CC(C)(C)OC(=O)NCCCCCc1nnc(SCc2ccccc2)o1 | 5%
Cc1ccc(C2Cn3nnc(C(=O)N4CCN(C(=O)c5ccoc5)CC4)c3CO2)cc1 (stereo not drawn) | -14%
COC(=O)c1ccc(COc2ccc3c(=O)c(Oc4ccccc4F)c(C(F)(F)F)oc3c2)cc1 | -4%
CN1C(=O)[C@H]2CN(Cc3ccc4[nH]ccc4c3)C[C@H]2C1=O | -33%
Cc1ccc(C(=O)OCN2C(=O)c3ccccc3C2=O)c(O)c1 | -4%
Cn1nccc1CN1CCCC2(CC(c3cccc(C(F)(F)F)c3)=NO2)C1 (stereo not drawn) | 9%
CN(C)C(=O)C(Sc1nnc(-c2ccc(F)cc2)c2ccccc12)c1ccccc1 (stereo not drawn) | 3%
CCCCn1nc(C(=O)Nc2cc(C(=O)O)ccc2C)c2ccccc2c1=O | 9%
CC(C)(C)OC(=O)N1CC(Nc2ccc(O)cc2)C1 | 8.9µM*!
CC(Sc1nnnn1C1CC1)C(=O)c1c[nH]c2ccccc12 (stereo not drawn) | -2%
CC(C)C(NC(=O)C1CCN(C(=O)C2CCC2)CC1)c1nc(C2CC2)no1 (stereo not drawn) | 12%
COc1ccc(CCC(=O)N2C[C@@H](Oc3ccccc3)C[C@@H]2C(=O)N2CCOCC2)cc1 | 10%
Cc1ccc(-c2cc(C(=O)NCc3ccco3)c3cccc(C)c3n2)cc1 | u
CCc1cc(=O)oc2cc(OCC(=O)NCCc3ccc(S(N)(=O)=O)cc3)ccc12 | u
CCCc1ccc(C(=O)NNc2cccc(C)c2)cc1 | 1%
COc1cccc(C(=O)c2sc(Nc3ccc(Cl)cc3C)nc2N)c1 | -1%
COC(=O)c1ccc(COc2cccc3ccccc23)o1 | -39%
O=C(CC[C@@H]1CNC(=O)[C@@H]2C[C@H](NCc3ccc(F)cc3)CN12)NCc1ccc(F)cc1 | -19%
O=c1cc(CN2CCN(c3ncccn3)CC2)nc2sc(C3CCCCC3)nn12 | 2%
CCCS(=O)(=O)N1CCCC1C(=O)NC1CCCCC1 (stereo not drawn) | 8%
CC(=O)Nc1ccc(NC(=O)CN2N=C(c3ccccc3)c3cc(Cl)ccc3S2(=O)=O)cc1 | 14%
CC1=NS(=O)(=O)N(C)C=C1C(=O)OCc1nc(-c2ccc(F)cc2)no1 | -4%
Nc1nc(-c2cc3ccccc3o2)cs1 | -32%
CCOCCn1c(=O)[nH]c2cc(C(=O)NCc3csc(CC)n3)ccc21 | -14%
COc1cccc(C(=O)OC2CCN(C)CC2)c1 | 1%
Fc1cccc(-c2nc(CN3CCCC3c3nnc4ccccn34)co2)c1 (stereo not drawn) | 16%
O=C(NC1CC1)[C@@H]1CN(Cc2ccc(F)cc2F)C[C@H]1CO | 0%
Cc1ccc(-n2nc(C(=O)NCCc3cccc(C)c3)c3c4ccccc4n(C)c3c2=O)cc1 | -20%
O=C(Nc1nccs1)C1CC(=O)N(c2n[nH]c3cc(Br)ccc23)C1 (stereo not drawn) | u
CCN1CCN(CCNC(=O)C2N(C(C)C)C(=O)C23CCCCC3)CC1 (stereo not drawn) | 5%
O=C(CSc1ncnc2ccccc12)Nc1ccccc1C(=O)Nc1ccc(F)cc1 | 7%
COc1ccc(C(=O)Nc2ncccc2C)cc1Br | 8%

5 entries from above, arranged by SMILES length, smallest number first:
structure | KDM5B inhibitor
COc1cccc(C(=O)OC2CCN(C)CC2)c1 | 1%
O=C(NC1CC1)[C@@H]1CN(Cc2ccc(F)cc2F)C[C@H]1CO | 0%
CCOCCn1c(=O)[nH]c2cc(C(=O)NCc3csc(CC)n3)ccc21 | -14%
CC1=NS(=O)(=O)N(C)C=C1C(=O)OCc1nc(-c2ccc(F)cc2)no1 | -4%
Cc1ccc(-n2nc(C(=O)NCCc3cccc(C)c3)c3c4ccccc4n(C)c3c2=O)cc1 | -20%

New compounds follow
structure | KDM5B inhibitor
COCC(=O)N1CCc2nc(C)nc(-c3ccc(OC)cc3)c2C1 | 32µM*
COCc1ccc(C(=O)N2CCCC(Nc3ccc(F)c(F)c3)C2)s1 (stereo not drawn) | -11%
O=C(COc1coc(CN2CCSCC2)cc1=O)NCc1ccccc1Cl | -6%
Cc1ccc2nc(C3CCN(c4cc(C5CC(O)C5)ncn4)CC3)[nH]c2c1 (stereo not drawn) | -19%
CCc1nc2c(c(-c3ccc(O)cc3)n1)CCN(Cc1cccc(OC)c1)CC2 | -9%
COc1cccc(CNC(=O)CN2C(=O)CSc3ccc(S(=O)(=O)N(C)C)cc32)c1 | -2%
CC1(C)CC(=O)C2=C(C1)OC1=C(C(=O)CC(C)(C)C1)C2c1ccc(-c2ccc3c(c2)COC3=O)o1 | 11%
COCCSc1nc2c(c(=O)[nH]c(=O)n2C)n1Cc1ccccc1Cl | -20%
NC(=O)c1cccnc1OC1CCN(Cc2cccnc2)CC1 | 8%
COc1ccccc1CC(=O)NCc1cccnc1-n1cnc2ccccc21 | -6%
Cc1cc(C)cc(-n2c(SCC(=O)N3CCc4ccccc43)nc3c([nH]c4ccccc43)c2=O)c1 | -7%
O=C(CCCc1c[nH]c2ccccc12)Nc1ccc(S(=O)(=O)Nc2ncccn2)cc1 | 0%
CC(=O)Oc1cccc2cc(-c3nc(-c4ccc(F)cc4)no3)c(=O)oc12 | -16%
Cc1ccc(-c2ncc(C(=O)NCCN3CCN(C)CC3)c(-c3ccncc3)n2)cc1 | -6%
Cn1nc(C(=O)N2CCc3sccc3C2)c2ccccc2c1=O | 24%
Cc1ccccc1C(C)NC(=O)c1cccnc1 (stereo not drawn) | 27%
N#C/C(=C(\O)CCCl)c1ccccn1 | u
Cc1ccc(-c2csc(NC(=O)Cn3cnc4c3c(=O)n(C)c(=O)n4C)n2)cc1C | -11%
COCCNC(=O)CCc1c(C)nn(-c2ccc(F)cc2)c1Oc1ccccc1F | u
C[C@H](O)c1onc(-c2ccc(F)cc2)c1C(=O)NC1CCCC1 | 24%[86.2 µM]
COc1ccccc1CCC(=O)N1CCN(c2cc(-c3ccccc3)[nH]n2)CC1 | u
O=C(Cn1nc(C(=O)O)c2ccccc2c1=O)Nc1cccc(Br)c1 | 16%&-13%
O=C(CCSc1nc(Cl)nc2nc[nH]c12)NCc1ccccc1 | 4%
CC(C)c1nc(CNC(=O)C2CCC(=O)N(CCc3cccc(F)c3)C2)cs1 (stereo not drawn) | 24%
COc1ccccc1CNC(=O)CS(=O)Cc1nc(-c2cccc(C)c2)oc1C (stereo not drawn) | -6%
Cc1nn(-c2ccccc2)c(Oc2ccc(F)cc2F)c1CCC(=O)N(C)C(C)C | -13%
O=C(c1cc(-c2cccs2)nc2ccccc12)N1CCN(C(=O)C2CC2)CC1 | u
COc1ccc(CNC(=O)C(=O)NCC2OCCN2C(=O)c2ccc(OC)cc2)cc1 (stereo not drawn) | 26%
O=C(c1ccc(Cl)cc1)N1CCc2c(n(Cc3cccnc3)n(-c3ccccc3)c2=O)C1 | 5%
COc1cccc(-c2cc(C3CCN(C(=O)Nc4ccccc4C)CC3)[nH]n2)c1 | -13%
COC(=O)c1nc2n(n1)C(c1ccccc1F)C(C(=O)Nc1ccc(C)cc1C)=C(C)N2 (stereo not drawn) | -4%
COc1ccc(-c2nc(C)nc3c2CN([S+](=O)([O-])c2cccs2)CC3)cc1 | u
O=C(Nc1cccnc1Cl)c1cccs1 | 23%
Cc1ccccc1NC(=O)CSc1nc(-c2ccccc2C)nc2cc(=O)[nH]n12 | u
CCOc1ccc(NC(=O)N2CCc3cc(OC)c(OC)cc3C2CNC(=O)CC(C)C)cc1 (stereo not drawn) | -3%
CCn1nc(C)c2c(-c3ccccc3)cc(OC(C)C(=O)Nc3cccc(OC)c3)nc21 (stereo not drawn) | 1%
CN1C(=O)c2cccn2CC1CNC(=O)C1(S(=O)(=O)c2ccc(Cl)cc2)CC1 (stereo not drawn) | 4%
Cc1ccsc1C(=O)N1CCC(n2cc(-c3nc(-c4ccccc4)no3)nn2)CC1 | -6%
COC(=O)CNC(=O)NCCc1ncc(C)n1Cc1ccccc1 | 27%
CCOC(=O)c1[nH]ncc1CN1CCOC(Cc2ccc(OC)cc2)C1 (stereo not drawn) | 28%
CCCCCn1nc(C(=O)N2CCN(c3ccccn3)CC2)c2ccccc2c1=O | 2%
CCOc1ccc2c(C)c(CC(=O)O)c(=O)oc2c1 | i
Cc1ccc(CNC(=O)CCc2ncc(-c3ccc(C)c(C)c3)o2)cc1 | -2%

Screening data deposited in PubChem by National Center for Advancing Translational Sciences (NCATS).

This is a subset; count on the stated rates, not on these rows.
